# DRD3 antagonist: antagonists of human D3 dopamine receptor; P35462; D3R cells, DiscoveRx beta-arrestin luminescence, antagonist mode; stronger effect = lower value; max response, negative = inhibition, %; 360,000 tested, 2.5% active; in the data active = max response below about -50%; inconclusive = no clear call, values can overlap the other calls; note: % is set by controls: 0 for no effect and ±100 for the full control effect; mostly tested at two doses, the higher about 12 µM
# Target sequence (P35462 whole entry, looked up): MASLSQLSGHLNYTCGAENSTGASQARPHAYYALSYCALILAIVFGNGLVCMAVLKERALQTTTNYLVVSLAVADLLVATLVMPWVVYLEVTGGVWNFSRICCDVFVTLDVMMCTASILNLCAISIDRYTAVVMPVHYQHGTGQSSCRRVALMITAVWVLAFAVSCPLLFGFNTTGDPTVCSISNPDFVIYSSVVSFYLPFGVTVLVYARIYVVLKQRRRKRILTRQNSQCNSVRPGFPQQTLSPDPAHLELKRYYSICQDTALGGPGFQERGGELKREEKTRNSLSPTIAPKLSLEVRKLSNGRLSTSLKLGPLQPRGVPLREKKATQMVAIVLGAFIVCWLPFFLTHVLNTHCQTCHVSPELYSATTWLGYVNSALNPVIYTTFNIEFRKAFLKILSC
#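 Cells expressing the human receptor were seeded at 1500 cells/well, incubated overnight at 37 degrees C in 5% CO2, then exposed to library compounds with dopamine controls for 90 minutes at 37 degrees C before luminescent detection.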
# EPAC2 ag: activates human EPAC2 exchange factor; EPAC2 activation, biochemical qHTS; response scale: 100% = 6.5 mM cAMP response; 360,000 tested, 0.079% active; Q8WZA2; Potency, µM (series often up to 154 µM), for the others: top-dose activation, usual class: activators; AID 720711; note: potency is the fitted concentration of half-maximal effect; nearly all actives have a fitted effect of over 50% in size
#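 Nucleotide exchange monitored as fluorescence drop when BODIPY-GDP leaves Rap1B. Reaction: 100 nM EPAC2, 250 nM RAP1B-BODIPY-GDP, 50 uM GDP, room temperature, kinetic read over 30 min. Activity expressed relative to 6.5 mM cAMP.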
# pAkt inh: blocks phosphorylation of Akt | Neuro2A IGF-stimulated pAkt S473 HTRF, 20 min; stronger effect = lower value | activity change, % for hits at 50 µM | 360,000 tested, 0.32% active | AID 651550; in the data active = activity change below about -80%; inconclusive = mostly about -51% to -80%; note: % is set by controls: 0 for no effect and ±100 for the full control effect
#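 Neuro2A cells (4,500/well, DMEM with 0.5% FBS) were treated with compound at a single 50 µM final concentration, stimulated with 6 nM IGF for 20 min at 37 °C, and lysed. Phospho-Akt Ser473 was read by HTRF as 665/615 ratio ×10^4.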
# EPAC2 antag: blocks human EPAC2 exchange factor. Potency, µM (highest dose often 114 µM), without a hit: at the highest dose activity, negative = inhibition, hits mostly inhibitors. 360,000 tested, 0.18% active. Q8WZA2. EPAC2 GEF exchange of Rap1B-BODIPY-GDP, fluorescence. AID 720708; note: potency is the fitted concentration of half-maximal effect; % is set by controls: 0 for no effect and ±100 for the full control effect; nearly all actives have a fitted effect of over 45% in size; many of its hits are not listed in these tables
# PTHR1 ag: agonists of human PTHR1 parathyroid hormone receptor. Q03431. HEK293 GP2 PTHR1 cells, GloSensor cAMP luminescence, 1 h. Potency, µM (titrated, usually from 115 µM), without a hit: at the highest dose activation, hits mostly activators. 410,000 tested, 0.075% active. AID 743266; note: potency is the fitted concentration of half-maximal effect; nearly all actives have a fitted effect of over 55% in size; some results filed as inactive show a strong effect at the top dose; inactives centre near -15; many of its hits are not listed in these tables
# Target sequence (Q03431 whole entry, looked up): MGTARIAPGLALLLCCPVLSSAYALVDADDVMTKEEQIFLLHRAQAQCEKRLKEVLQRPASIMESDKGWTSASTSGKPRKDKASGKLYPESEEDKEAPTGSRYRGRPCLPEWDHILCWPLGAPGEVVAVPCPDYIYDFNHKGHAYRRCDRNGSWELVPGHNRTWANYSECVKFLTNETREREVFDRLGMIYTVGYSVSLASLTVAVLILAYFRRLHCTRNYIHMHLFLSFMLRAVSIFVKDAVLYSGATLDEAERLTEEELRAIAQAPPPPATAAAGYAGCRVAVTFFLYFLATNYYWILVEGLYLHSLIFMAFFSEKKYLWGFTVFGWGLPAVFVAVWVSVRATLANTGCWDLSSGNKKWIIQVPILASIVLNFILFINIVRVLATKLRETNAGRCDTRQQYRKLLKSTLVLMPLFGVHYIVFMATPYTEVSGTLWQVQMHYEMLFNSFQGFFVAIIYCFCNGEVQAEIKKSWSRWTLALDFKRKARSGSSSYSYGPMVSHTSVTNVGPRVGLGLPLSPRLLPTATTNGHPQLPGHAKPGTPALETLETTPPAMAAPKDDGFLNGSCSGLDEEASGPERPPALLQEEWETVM
#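 HEK-293-derived GP2 cells expressing PTHR1 and a GloSensor cAMP reporter, 3,000/well, plated overnight, given luciferin plus IBMX (each 0.5 mM as added) for 1 h at 37 °C, then compound for 1 h at 37 °C. Luminescence was read after 15 min at room temperature.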
# MmCpn inh: blocks the Methanococcus maripaludis chaperonin Mm-Cpn. Potency, µM (top dose mostly 76.9 µM), for inactives: at the highest dose activity, negative = inhibition, usual class: inhibitors. 330,000 tested, 0.031% active. purified Mm-Cpn ATPase, ADP Transcreener TR-FRET. AID 504842; note: potency is the fitted concentration of half-maximal effect; % is set by controls: 0 for no effect and ±100 for the full control effect; nearly all actives have a fitted effect of over 80% in size
#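 Quantitative HTS used 25 nM Mm-CPN and 10 uM ATP in magnesium/KCl Tris buffer, pH 7.4, with 1 mM DTT. Hydrolysis ran 30 min at 37°C; ADP was read by HTRF.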
# CCT chaperon mod: cytosolic chaperonin activity modulation; activity change, % (no concentration beside the values), hits read low; 360,000 tested, 0.3% active; purified chaperonin ATPase assay, HTRF ADP detection, 30 min; in the data active = activity change below about -30%; note: % is set by controls: 0 for no effect and ±100 for the full control effect
#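 Nucleotide hydrolysis assay: TRiC at 20–40 nM final (set by batch activity) with 10 uM ATP, 30 min at 37 °C, in presence of 76 uM compound. Detection by competitive ADP HTRF, 30 min ambient.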
# DRD3 agonist: D3 dopamine receptor (human) agonism | P35462 | D3R DiscoveRx beta-arrestin cells, luminescence, 90 min | max activation, % | 410,000 tested, 0.58% active; in the data active = max activation above about 30%; note: 0% is about no effect; mostly tested at two doses, the higher about 12 µM
#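 Cells at 1500/well, incubated overnight, then treated with pinned compounds (dopamine as control) for 90 min at 37 degrees C. DiscoveRx reagent added for 30 - 60 minutes at room temperature; luminescence read.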
# * = called active by the depositor; i = inactive; ? = inconclusive; . = not tested or not shown; & = joins results of further samples; [ ] = remark or other dose. Unless noted, calls come from the whole dose curve; as a rule, active = well fitted curve in the direction sought with a large enough effect; inconclusive = small, poorly fitted or top-dose-only effect, or another doubt; inactive = no such curve, though single readings can be large; an effect the other way counts as inactive or inconclusive. This is a subset (hit frequency here may not be typical).
# Screens in order – MmCpn inh	CCT chaperon mod	DRD3 agonist	EPAC2 antag	pAkt inh	PTHR1 ag	DRD3 antagonist	EPAC2 ag
1	Cn1cc(-c2csc(C(O)c3ccccc3)n2)cn1 (stereo not drawn)
    .	2.4	1.9	1.1%	i	0.9%	-25.4	0.7%
2	CCOc1ccc(Nc2nc3cc(S(=O)(=O)CC)ccc3o2)cc1
    0.3%	-2.9	-11.3	-7.6%	i	-56.1%[inhibitor]	-8.6	1.8%
3	O=C(NC1CCN(S(=O)(=O)c2ccccc2)CC1)C1CCCCC1
    -1.1%	-0.1	8.3	2.5%	i	i	6.4	7.3%
4	Cc1cc(Br)cn2c(Cc3ccccc3)c(-c3ccc(F)cc3)nc12
    .	-2.1	-5.8	-4.2%	i	-5.2%	-4.9	4.4%
5	CCCOc1ccccc1C1NC(=O)NC(C)=C1C(=O)OCCOC(C)C (stereo not drawn)
    1.1%	-2.6	3.6	5.5%	i	-8.0%[57.5 µM]	10.4	2.4%
6	c1ccc(-c2ccc(-c3nc(-c4cccnc4)no3)cc2)cc1
    -5.8%	1.2	27.6	-1.6%	i	-41.4%[inhibitor]	45.7	6.4%
7	NC(=O)CSc1nnc(Cn2cnc3ccccc32)o1
    2.0%	-1.4	10.0	-7.2%	i	-55.4%[inhibitor]	5.0	14.1%
8	CC(=O)Nc1ccc(C(=O)CSc2nnc(Cc3ccccc3)o2)cc1
    -14.6%	0.5	46.1*	0.7%	i	-4.2%	5.3	8.1%
9	O=C1CC(C(=O)Nc2ccccc2)N=C(N2CCCCC2)N1 (stereo not drawn)
    0.1%	-1.3	-10.6	6.4%	i	i	-22.4	-4.0%
10	CC1CN(C(=O)c2ccc3c(c2)OCO3)CC(C)O1 (stereo not drawn)
    0.2%	-6.8	6.7	3.3%	i	i	-2.4	8.7%
11	CC(C)=CCC/C(C)=C/CNC(=O)C[C@H]1C[C@H](C(=O)N2CCCCC2)[C@@]2(C)c3[nH]c4ccc(Cl)cc4c3CCN2C1=O
    -2.0%	-0.7	-13.8	0.0%	i	-24.2%	0.0	-8.3%
12	O=C(CN1C(=O)C2C3CCC(C3)C2C1=O)OCC(=O)c1cccc([N+](=O)[O-])c1 (stereo not drawn)
    3.7%	0.9	-7.8	-5.1%	i	i	2.6	3.8%
13	Clc1ccc(/C=C/c2ncc[nH]2)c(Cl)c1
    1.3%	0.4	-2.4	-5.7%	i	i	-9.1	7.5%
14	COc1ccc(NC(=O)CNS(=O)(=O)c2cccs2)c(OC)c1
    -0.2%	-0.5	2.6&-14.6	-2.8%	i	i	?	12.4%
15	CC(C)Sc1nc2ccccc2[nH]1
    3.9%	-0.3	-8.5	-17.8%	i	-19.5%	2.9	4.1%
16	Fc1ccccc1Cc1noc(CN2CCN(c3ccc(Cl)cn3)CC2)n1
    2.2%	-0.5	1.8	8.9%	i	-15.8%	12.3	9.4%
17	O=C(NC1CC1)C(=O)c1c(-c2ccccc2)[nH]c2ccccc12
    0.3%	-3.1	3.2	-1.5%	i	i	-11.7	14.5%
18	Cc1ccc(C(=O)Nc2c(C)n(C)n(-c3ccccc3)c2=O)cc1
    -0.5%	-5.4	-3.8	5.9%	i	-18.8%	3.3	2.9%
19	CC(C)(C)N1CC(C(=O)Nc2ccc(S(=O)(=O)N3CCCCC3)cc2)CC1=O (stereo not drawn)
    1.9%	-1.1	-14.7	-3.4%	i	1.4%	-6.3	9.8%
20	Cc1ccc(C(=O)NCC(=O)N/N=C/c2cccs2)cc1C
    1.5%	-1.4	7.2	7.9%	i	-12.9%	14.4	-4.4%
21	COc1ccc(S(=O)(=O)NCc2ccco2)cc1C(=O)N1CCCCC1
    2.2%	-3.3	-0.5	4.2%	i	i	3.7	13.2%
22	O=C1C=C(c2ccc(-c3ccccc3)cc2)C[C@@H](c2ccc(Cl)cc2)C1
    2.4%	-0.4	-1.7	2.2%	i	-26.2%	16.3	5.9%
23	Cc1ccc(NC(=O)CN2C(=O)S/C(=C\c3ccccn3)C2=O)cc1C
    2.1%	0.0	-0.6	-8.9%	i	i	4.1	-3.5%
24	O=C(NC(=S)N1CCN(c2c(Cl)cccc2[N+](=O)[O-])CC1)c1cccs1
    0.2%	-2.6	1.2	-14.1%	i	-28.0%	-1.9	13.7%
25	N#CCCN(Cc1ccccc1)S(=O)(=O)c1cccs1
    0.7%	-0.6	-9.0	2.1%	i	i	-2.3	-2.7%
26	O=C(Nc1ccc(F)cc1)N(CCCN1CCOCC1)Cc1cc2cc3c(cc2[nH]c1=O)OCCO3
    -2.4%	-0.8	1.5	-12.4%[57.1 µM]	i	i	0.0	-19.6%
27	O=C(c1ccc(F)c(F)c1)N1CCCc2ccccc21
    1.0%	-1.2	5.2	-10.2%	i	-53.0%[inhibitor]	1.8	2.3%
28	Cc1cccc(OCC(=O)Nc2c3c(nn2C(C)(C)C)CS(=O)(=O)C3)c1
    -1.2%	-0.5	4.6	-5.0%	i	i	6.4	8.1%
29	COc1ccc(C(=O)N(Cc2cccs2)C2CCS(=O)(=O)C2)cc1 (stereo not drawn)
    3.6%	-1.7	11.9	8.5%	i	i	7.1	15.7%
30	C=C(C)CCC(C)N1CCC(n2nccc2NC(=O)CCCc2ccccc2)CC1 (stereo not drawn)
    3.1%	-1.3	4.7	1.1%	i	-19.7%	-59.7*	0.3%
31	Cc1nn(C)cc1S(=O)(=O)NCc1ccccc1Cl
    -0.5%	-3.8	-3.3	4.4%	i	i	5.3	5.9%
32	Cc1ccc(/C=C/C(=O)NC2=NCCS2)cc1
    -0.1%	-0.4	6.8	11.3%	i	-17.6%	-5.4	-0.4%
33	CCc1cc2ccc(C)cc2nc1SCC(=O)NNC(=O)c1ccco1
    -0.4%	-1.0	0.0	-8.6%	i	-2.5%	0.6	9.8%
34	C=C(C)c1cccc(C(C)(C)NC(=O)N2CCC(C)CC2)c1
    0.5%	-0.7	-0.6	15.0%	i	i	-0.7	0.3%
35	O=C(O)c1cc([N+](=O)[O-])ccc1-c1ccc([N+](=O)[O-])cc1C(=O)O
    .	-8.9	4.9	12.8%	i	-9.7%	5.5	-2.7%
36	O=C(NNC(=O)c1oc2ccccc2c1-n1cccc1)c1ccco1
    0.0%	-0.1	6.2	0.7%	i	19.7%	-13.4	6.6%
37	Cc1ccc(NC(=O)c2nc[nH]c2C(=O)NCCCNC(=O)c2[nH]cnc2C(=O)Nc2ccc(C)cc2)cc1
    3.8%	-0.3	5.1	1.2%	i	i	68.5	-2.7%
38	O=C1N/C(=N\N=C\c2cccs2)SC1Cc1ccc(Cl)cc1 (stereo not drawn)
    -3.4%	3.1	11.7	-3.5%	i	-12.4%	3.4	-8.6%
39	COCCCn1c(-c2ccc(S(=O)(=O)N3CCOCC3)cc2)csc1=Nc1ccccc1
    0.1%	0.9	4.3&7.2	-11.2%	i	-42.0%&-30.0%[inhibitor]	43.2	4.3%
40	Cc1ccc(NC(=O)c2nc[nH]c2C(=O)N2CCN(C(=O)OC(C)(C)C)CC2)cc1
    1.3%	-3.2	4.7	1.4%	i	i	6.1	2.4%
41	CCN1CCN(CCC(=O)Nc2ccccc2)CC1
    1.5%	-0.7	3.7	-0.7%	i	-2.9%	4.3	1.2%
42	O=[N+]([O-])c1cccc(Cl)c1N1CCOCC1
    0.3%	-0.6	-0.7	2.7%	i	i	-10.7	-0.6%
43	CCOc1ccc(C(=O)/C=C/c2ccccc2C(F)(F)F)cc1
    -3.9%	-1.5	1.8	1.3%	i	i	11.6	-1.2%
44	Cc1ccccc1C(=NCCCN(C)C)c1ccccc1C
    0.8%	-2.6	-9.5	11.8%	i	i	-75.3*	-3.1%
45	COc1ccccc1N1CCN(/N=C/c2cccc(OC)c2O)CC1
    0.6%	-0.3	-0.6	3.7%	i	-34.4%[inhibitor]	0.8	3.7%
46	O=C1C2C3C=CC([C@@H]2C(=O)N1C1CCCCC1)[C@H]1C(=O)N(C2CCCCC2)C(=O)C31 (stereo partly drawn)
    1.1%	1.3	0.7	1.4%	i	-9.7%	-18.8	-10.9%
47	CC1=C(C(=O)NCc2ccccn2)C2(CCC(C)CC2)OC1=O (stereo not drawn)
    -0.2%	-8.8	-0.6	-3.0%	i	i	-0.1	14.7%
48	CCCCc1ccc(NC(=O)CSC2=NN3CCCC(=O)N=C3S2)cc1
    1.6%	-2.1	0.2	0.1%	i	-25.8%	-4.7	-8.5%
49	CCNC(=O)C1CCCN(C(=O)c2cccc(OC(F)(F)F)c2)CC1 (stereo not drawn)
    .	1.4	11.3	-7.3%	i	-15.8%	-14.8	6.8%
50	Cc1cc(C(=O)N2CCCC(Nc3ccccc3)C2)c2ccc(F)cc2n1 (stereo not drawn)
    0.8%	1.5	-1.4	-6.5%	i	-2.9%	9.3	5.4%

# The list goes on:
# Screens in order – MmCpn inh	CCT chaperon mod	DRD3 agonist	EPAC2 antag	pAkt inh	PTHR1 ag	DRD3 antagonist	EPAC2 ag
51	O=c1[nH]nc(CSCc2ccccc2Cl)[nH]1
    .	-1.7	1.1	-0.3%	i	i	7.4	7.0%
52	O=c1cc(NS(=O)(=O)c2ccccc2)nc(SCc2ccc(Cl)cc2)[nH]1
    -7.3%	1.9	9.7	-11.5%	i	-9.2%	8.7	1.7%
53	CCC1CCCCN1CCCNC(=O)c1ccc2c(c1)NC(=O)CN2C (stereo not drawn)
    1.9%	0.6	-2.9	4.4%	i	i	16.9	2.5%
54	CC(=O)c1ccc(Nc2nc(C(N)Cc3ccc(C(F)(F)F)cc3)cs2)cc1 (stereo not drawn)
    .	0.6	5.9	-11.1%	i	-95.4%[inhibitor]	15.3	-3.4%
55	NC(=O)N=Nc1c(O)n(Cc2ccccc2)c2ccc(Br)cc12
    -1.7%	0.6	4.5	1.3%	i	i	37.7	-4.9%
56	Cn1c(=O)c2c(SC3CCCC3)nc(C3CC3)nc2n(C)c1=O
    0.6%	0.1	2.7	6.7%	i	i	-21.0	22.8%
57	CCCCNC(=S)N1CCN(c2ccc(C(C)=O)cc2)CC1
    0.4%	0.3	-5.2	-12.1%	i	-42.6%	-4.4	3.7%
58	CCN1CCN(CC(=O)Nc2sc3c(c2C#N)CCC(C)C3)CC1 (stereo not drawn)
    -2.5%	3.0	-2.2	8.6%	i	i	0.0	-9.1%
